CHRM5 PAM: CHRM5 positive allosteric modulation; CHO-K1 hM5, Fluo-8 calcium, ACh EC20 PAM; 0% = ACh EC20, 100% = ACh EC100; activation, % at 3 µM; 0.3% of 360,000 active;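 active = activation above the run cutoff, the mean activation of all test compounds plus 3 SD, cut at about 18% in these data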
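Test system: CHO-K1 hM5 cells / Doses: single-point, 3 µM nominal / Times: Post-acetylcholine fluorescence recording 140 s / Technique: Fluo-8 calcium fluorescence / Measure: Max/basal fluorescence ratio as % of EC20–EC100 ACh window / Benchmarks: low control EC20 acetylcholine (0%), high control EC100 acetylcholine (100%) / Replicates: one well per compound, no replicates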
M1 PAM parental: M1 PAM counterscreen hit in parental CHO-K1 cells | ATP EC20, Fluo-8 calcium fluorescence; 0% at ATP EC20, 100% at ATP max | activation, % at 3 µM | 0.02% of 360,000 active;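 active = activation above the run cutoff, the mean activation of all test compounds plus 3 SD, cut at about 40% in these data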;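 note: peak over basal fluorescence ratio in a 140 s read after ATP addition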
CRFR2-BP antag: CRF-BP/CRF-R2 complex antagonism | HEK293 CRF-R2/CRF-BP, CRF-induced calcium fluorescence | 0.59% of 350,000 active | inhibition, % at 11.8 µM | AID 588475;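 active = inhibition of the ligand-induced calcium signal above about 50% at the single tested concentration, limit read from the data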
M4 PAM: potentiates acetylcholine response at human M4 receptor | 0.4% of 360,000 active | AID 624126 | P08173 | CHO-K1 hM4/Gqi5, Fluo-8 calcium fluorescence, ACh EC20; 0% = ACh EC20, 100% = maximal ACh | activation, % at 3 µM;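 active = activation above its plate's cutoff, the mean activation of sample wells plus 3 SD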; note: some results filed as inactive read as strong as hits
Target sequence (P08173 whole entry, looked up): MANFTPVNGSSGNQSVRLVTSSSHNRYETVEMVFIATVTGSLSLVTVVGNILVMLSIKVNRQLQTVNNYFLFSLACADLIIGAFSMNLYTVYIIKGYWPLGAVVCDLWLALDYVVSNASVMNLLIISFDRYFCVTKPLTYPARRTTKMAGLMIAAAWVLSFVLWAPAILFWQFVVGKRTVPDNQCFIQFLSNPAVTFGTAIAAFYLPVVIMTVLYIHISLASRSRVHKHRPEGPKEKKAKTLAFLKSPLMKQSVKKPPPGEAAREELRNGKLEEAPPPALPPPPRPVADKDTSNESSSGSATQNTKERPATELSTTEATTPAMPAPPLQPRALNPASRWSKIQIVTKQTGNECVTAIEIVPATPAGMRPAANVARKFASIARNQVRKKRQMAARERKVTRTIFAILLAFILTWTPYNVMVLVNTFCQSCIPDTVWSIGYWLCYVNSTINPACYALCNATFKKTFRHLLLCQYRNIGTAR
CRFR2-BP ag: CRF-BP/CRF-R2 complex agonism | HEK293 CRF-R2/CRF-BP, calcium dye fluorescence (FLIPR); percent of saturating CRF peptide response | 0.46% of 350,000 active | AID 588473 | activation, % at 13.2 µM;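 active = activation of at least 50%, plus an integration ratio under a set limit after plate pattern correction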;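 note: plate controls were neutral control wells without compound for no effect and CRF at EC100 for full effect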
M5 ag: agonists of human muscarinic M5 receptor (CHRM5). P08912. CHO-K1 hM5 cells, Fluo-8 calcium fluorescence; 0% DMSO wells, 100% maximal acetylcholine response. activation, % at 3 µM. 0.19% of 360,000 active. AID 624037;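 active = activation above the run's mean over test compounds plus 3 SD, cut at about 23% in these data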;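 note: signal is peak over basal fluorescence ratio across the kinetic read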
TAAR1 antagonist: antagonists of human TAAR1; inhibition, % at 3 µM; AID 624466; 1.5% of 360,000 active; CHO RD-HGA16 TAAR1, Fluo-8 calcium fluorescence, antagonist;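 active = inhibition above a per-plate cutoff, the mean inhibition of test compounds on that plate plus 3 SD, cut at about 49% in these data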;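 note: 0% = DMSO plus EC80 beta-PEA response and 100% = DMSO alone without agonist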
Target sequence (Q96RJ0 whole entry, looked up): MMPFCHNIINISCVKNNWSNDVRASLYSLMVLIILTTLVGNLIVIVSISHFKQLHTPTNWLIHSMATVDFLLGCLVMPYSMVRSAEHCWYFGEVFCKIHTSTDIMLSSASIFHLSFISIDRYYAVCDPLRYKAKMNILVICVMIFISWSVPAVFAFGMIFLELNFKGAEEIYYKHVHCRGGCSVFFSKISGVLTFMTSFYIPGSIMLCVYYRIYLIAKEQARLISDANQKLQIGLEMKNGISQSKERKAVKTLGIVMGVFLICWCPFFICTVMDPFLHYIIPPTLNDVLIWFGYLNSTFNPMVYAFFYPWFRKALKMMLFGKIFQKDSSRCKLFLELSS
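Test system – hTAAR1-expressing CHO RD-HGA16 cells, Gα16-coupled · Also added – β-PEA at EC80 concentration, post-compound challenge · Compound – 3 µM, single point · Incubation – dye loading 75 min at 37 °C, then 30 min room temperature · Measured by – Fluo-8 intracellular calcium dye fluorescence, real-time kinetic reads · Benchmarks – vehicle and agonist controls · Replicates – singlicate, one well per test compound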
CHRM5 antagonist: blocks acetylcholine activation of human M5 receptor; P08912; CHO-hM5 cells, Fluo-8 calcium fluorescence, ACh EC80; inhibition, % at 3 µM; 0.59% of 360,000 active; AID 624040;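 active = inhibition above a per-plate cutoff, the mean of that plate's test compounds plus 3 SD, cut at about 27% in these data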;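 note: 0% = acetylcholine EC80 with DMSO and 100% = DMSO without agonist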
TAAR1 ag: agonists of human TAAR1; activation, % at 3 µM; Q96RJ0; AID 624467; 0.99% of 360,000 active; CHO RD-HGA16 TAAR1, Fluo-8 calcium fluorescence; vehicle wells 0%, saturating PEA agonist 100%;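 active = activation above the mean activation of all test compounds in the run plus 3 SD, cut at about 38% in these data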
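Test system: RD-HGA16 (CHO) cells co-expressing Gα16 and hTAAR1 | Doses: Single dose, 3 µM | Schedule: 17-24 h seeding, 75 min 37 °C dye, 30 min RT | Evaluation: % activation from peak over basal fluorescence ratio, DMSO-to-PEA scaled | Technique: Kinetic Fluo-8 calcium fluorescence | Benchmarks: Low control DMSO, high control PEA (EC100)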
* = called active by the depositor; . = no result given.

SMILES	CHRM5 PAM	M1 PAM parental	CRFR2-BP antag	M4 PAM	CRFR2-BP ag	M5 ag	TAAR1 antagonist	CHRM5 antagonist	TAAR1 ag
C[C@H](NS(=O)(=O)c1ccc(Cl)cc1)C(=O)OCC(=O)NC(=O)Nc1ccc2c(c1)OCCO2	-4	17	0	-7	-0.9	2	13	3	2
CCCCc1cc(=O)oc2cc(OCC(=O)NC(Cc3c[nH]c4ccc(O)cc34)C(=O)O)ccc12 (stereo unspecified)	-2	14	-1	4	-0.6	0	-12	3	0
CCN(CC)C(=O)C1=C(C)N(Cc2ccc(OC)cc2)C(=O)C(CC(=O)NCc2ccco2)C1 (stereo unspecified)	0	8	-10	5	-0.1	-2	-6	1	-2
Cc1c(NC2=CC(=O)CCC2)c(=O)n(-c2ccccc2)n1C	-7	15	-19	0	-0.1	5	-20	9	2
Cc1ccc(C(=O)Nc2ccc(C(=O)O)cc2)cc1S(=O)(=O)NCc1ccccc1	2	15	14	-1	-1.3	-2	-6	-2	4
CCOc1ccccc1CNCCNC(=O)c1nonc1N	13	18	-2	-6	0.4	-3	-27	-7	3
Cc1cc(C(=O)N/N=C/c2ccccc2[N+](=O)[O-])c(C)o1	-3	10	-1	-3	-6.9	-3	15	13	12
CCOC(=O)C(NC(=O)c1cccnc1)(Nc1cccc(C)n1)C(F)(F)F (stereo unspecified)	1	-5	12	2	-2.1	-3	1	-2	-1
COc1ccc(C(=O)NCC(=O)OCC(=O)NCc2cccs2)cc1	15	-4	19	8	-3.6	-3	-3	-2	0
Cc1ccc(S(=O)(=O)N2CCCC(C(=O)NCCc3ccc(Cl)cc3)C2)cc1 (stereo unspecified)	-6	4	-10	3	-0.2	0	20	-4	-2
Cc1ccsc1CN(C)C(=O)c1ccc(Oc2ccccc2)cc1	-7	8	-11	-15	0.7	-6	30	6	-3
Cn1ccnc1SCC(=O)NC1CC1	2	3	-12	49*	1.8	-4	-8	17	2
CCOC(=O)CN1C(=O)S/C(=C/c2ccc(C)o2)C1=O	8	22	12	-2	-2.4	4	17	0	3
COCc1cc(C)nc(SCc2ccc(F)cc2)c1C#N	0	11	9	-3	1.1	-3	7	14	4
CC1CCCC(C)N1CCCNC(=O)c1cc2c(s1)-c1ccccc1OC2 (stereo unspecified)	-1	15	-11	0	0.8	-8	-15	2	1
CC(C)NC(=O)CSc1nnc(-c2ccc(S(=O)(=O)N3CCCC3)cc2)n1CC1CCCO1 (stereo unspecified)	8	13	-1	1	-1.5	-6	6	-2	4
CCOC(=O)c1c(C)oc2ccc(OCC(=O)C(C)(C)C)cc12	1	9	-1	-1	-0.8	-7	-19	-3	-1
Cc1cc(Cl)ccc1NNC(=O)c1cccs1	6	23	-14	1	1.5	-2	-19	-2	1
C=CCC[C@@H](CCCCC)OC(=O)/C=C/[C@H](O)[C@@H](O)C[C@@H](O)CC=C	-12	0	.	-1	.	2	6	-12	-2
COC(=O)CSC1=C(C#N)C(c2ccccc2F)CC(=O)N1 (stereo unspecified)	0	18	4	5	0.0	1	2	1	0
COc1cc(C(=O)OCC#N)ccc1OCc1c(C)noc1C	7	7	5	15	1.3	-5	-31	-1	2
O=C(CN1CCc2ccccc21)Nc1ccc2c(c1)OCO2	8	-4	-7	3	0.6	-1	-9	-4	16
O=C(COc1ccccc1Cl)Nc1cc(Cl)ccc1Oc1ccccc1	1	-5	7	6	3.7	1	-21	0	-2
Cc1ccc(C2NC(=S)NC3=C2C(=O)CC(C)(C)C3)cc1 (stereo unspecified)	1	26	-3	6	1.3	-6	-20	1	9
C[C@@H]1C=C(C(=O)N2CCOCC2)O[C@H](OCc2ccc(CO)cc2)C1	4	15	1	8	2.4	-3	2	4	15
The list goes on.
SMILES	CHRM5 PAM	M1 PAM parental	CRFR2-BP antag	M4 PAM	CRFR2-BP ag	M5 ag	TAAR1 antagonist	CHRM5 antagonist	TAAR1 ag
CCOC(=O)C1=C(C)N(C[C@@H]2CC[C@@H](Cc3ccc(-c4ccccc4)cc3)O2)C(=O)NC1c1ccc(SCc2ccco2)c([N+](=O)[O-])c1 (stereo partly specified)	3	17	-2	0	0.8	1	15	-8	2
COc1ccc(N2C(=O)CSC23C(=O)N2CCCc4cccc3c42)cc1 (stereo unspecified)	-18	9	-1	-28	-0.8	-6	7	52*	2
CCOC(=O)c1sc(-c2ccc(F)cc2)cc1N	-3	2	-90	1	-7.3	-1	8	-5	5
O=C(Nc1ccccc1F)C1CCCN1S(=O)(=O)c1ccc(Cl)cc1 (stereo unspecified)	-4	20	21	5	-1.9	2	-17	14	-1
Nc1nc(SCC(=O)O)[nH]c(=O)c1NC(=O)c1ccccc1F	-1	2	-3	2	-2.1	1	-19	0	7
COc1ccccc1CNC(=O)Cc1ccc(C)cc1	-2	23	-5	3	-3.8	-4	10	1	7
Cc1ccc(NC(=O)CSC2=Nc3ccccc3C3CC=NN23)c(C)c1 (stereo unspecified)	-1	22	12	2	2.5	-1	-7	5	6
O=C(COC(=O)CNS(=O)(=O)/C=C/c1ccccc1)Nc1cc(S(=O)(=O)N2CCCCC2)ccc1Cl	-2	6	-7	2	-1.0	1	37	4	14
CCCCN1C(=O)CC(Nc2ccc(CC)cc2)C1=O (stereo unspecified)	0	9	1	5	-1.6	2	3	8	0
COC(=O)COc1cc(=O)oc2ccc(NS(=O)(=O)c3ccccc3)cc12	-5	12	-13	2	2.6	-1	13	14	0
Cc1c(CNC2CCC(C)CC2)c(C(=O)O)c(C)n1Cc1ccccc1 (stereo unspecified)	1	-6	-20	-2	-0.5	-3	-16	1	1
O=C(Nc1nc2ccc(F)cc2s1)C1CC(=O)N(c2ccc3c(c2)OCCO3)C1 (stereo unspecified)	-1	11	6	0	0.1	3	19	2	8
CCOC(=O)CC1(NC(=O)c2cc(COc3cccc(OC)c3)on2)CCCCC1	-7	-1	10	-8	6.8	1	21	-3	3
COc1ccc(OC)c(NC(=O)NCc2cccnc2)c1	-7	-24	-9	4	2.4	-1	-20	2	1
CCc1c(Cl)nc(N)nc1Nc1ccccc1Cl	-2	23	1	0	-3.6	0	-28	0	3
COc1cccc(CC(NC(C)=O)C(=O)NC2CCN(c3nc(C)cc(C)c3C#N)CC2)c1 (stereo unspecified)	-10	14	7	1	-1.6	-4	-12	10	9
CSc1nnc(Cc2cc(=O)[nH]c(=O)[nH]2)n1-c1cccc(C)c1	1	5	-26	1	6.7	-5	-6	-2	12
CC(=O)Nc1ccc(-c2csc(NCCc3ccccc3)n2)cc1	1	9	-7	2	0.3	3	30	14	29
c1ccc(-n2nnc3ccccc32)nc1	2	23	-6	-3	0.1	0	0	-5	0
c1ccc2cc(N3CCCCC3)ccc2c1	8	16	-21	11	0.4	1	-16	-2	10
COc1cccc(NC(=O)c2ccccc2OCc2c(C)noc2C)c1	5	17	-4	3	0.6	-2	2	-9	4
COc1ccc(CCC(=O)NCc2cn3ccccc3n2)cc1	0	13	-1	-7	-0.6	-4	-11	7	-1
COc1cccc2cc(C(C)N(CCCN3CCOCC3)C(=S)Nc3cc(C)cc(C)c3)oc12 (stereo unspecified)	14	17	11	3	-0.5	-1	-54	1	3
CCN(CCn1cccn1)Cc1c(C(=O)N2C[C@@H](C)O[C@@H](C)C2)nc2ccc(Cl)cn12	4	-5	0	-5	0.3	2	1	11	2
Cc1nc2ccc(F)cc2cc1C(=O)Nc1cccc(Cl)c1C	8	10	-21	-6	0.4	2	-3	-12	7

Continued, overlapping the part above by 6 compounds.
SMILES	CHRM5 PAM	M1 PAM parental	CRFR2-BP antag	M4 PAM	CRFR2-BP ag	M5 ag	TAAR1 antagonist	CHRM5 antagonist	TAAR1 ag
c1ccc2cc(N3CCCCC3)ccc2c1	8	16	-21	11	0.4	1	-16	-2	10
COc1cccc(NC(=O)c2ccccc2OCc2c(C)noc2C)c1	5	17	-4	3	0.6	-2	2	-9	4
COc1ccc(CCC(=O)NCc2cn3ccccc3n2)cc1	0	13	-1	-7	-0.6	-4	-11	7	-1
COc1cccc2cc(C(C)N(CCCN3CCOCC3)C(=S)Nc3cc(C)cc(C)c3)oc12 (stereo unspecified)	14	17	11	3	-0.5	-1	-54	1	3
CCN(CCn1cccn1)Cc1c(C(=O)N2C[C@@H](C)O[C@@H](C)C2)nc2ccc(Cl)cn12	4	-5	0	-5	0.3	2	1	11	2
Cc1nc2ccc(F)cc2cc1C(=O)Nc1cccc(Cl)c1C	8	10	-21	-6	0.4	2	-3	-12	7
N#CC(C(=O)c1ccco1)c1ccccn1 (stereo unspecified)	-5	6	0	0	-0.7	1	0	7	2
Cc1ccc2nc3c(c(Nc4cccc(O)c4)c2c1)CCC3	-7	1	0	-13	-0.8	-3	-12	16	-2
C[C@H](CO)N1C[C@H](C)[C@@H](CN(C)C(=O)NC2CCCCC2)Oc2ccc(NC(=O)Cn3cnnn3)cc2C1=O	-2	-1	-2	0	0.2	2	-6	11	13
Cc1cccc(C2=NN(c3ccccc3)[C@@H](C(=O)N3CCOC3=O)[C@@H]2c2ccc([N+](=O)[O-])cc2)c1	-7	9	20	-3	-1.1	1	-12	6	1
CC1(C)N([O-])C(c2cccs2)=C[N+]1=O	-6	12	-14	2	-0.2	1	-9	6	4
Cc1ccc(S(=O)(=O)c2nc(S(=O)(=O)c3ccc(C)cc3)c(N3CCN(CCO)CC3)s2)cc1	6	17	-20	-12	-2.6	-1	-16	-6	10
CSc1ccccc1NC(=O)C1CCCO1 (stereo unspecified)	0	-2	0	-5	-2.5	0	-2	-4	8
O=C(NCCc1nc2ccccc2[nH]1)c1cccc(Br)c1	-3	18	-19	-8	-0.8	-1	3	-3	3
CC[C@@]1(C(=O)OC)N[C@H](CN(C)C(=O)Nc2ccc(Cl)cc2)[C@@H]2C(=O)N(C)C(=O)[C@@H]21	1	19	15	-3	-3.4	-2	-11	-3	4
c1ccc(CSc2ncn[nH]2)nc1	-2	-13	6	-5	-1.4	-1	7	8	1
CCOc1ccc(C2C(C(=O)c3ccco3)=C(O)C(=O)N2Cc2cccnc2)cc1 (stereo unspecified)	-1	-7	16	1	-1.2	-2	-5	0	15
CCN(CC)CC(=O)N1CCCC(N2CCN(c3cccc(C(F)(F)F)c3)CC2)C1 (stereo unspecified)	-3	-7	4	-6	1.5	-2	6	8	-1
O=C(O)C1CC=CCC1C(=O)Nc1ccc2c(c1)OCCO2 (stereo unspecified)	-3	-3	4	0	0.0	-1	12	0	16
Cc1ccc(NC(=O)CN(C)S(=O)(=O)c2cccs2)cc1F	5	2	10	6	-0.6	1	15	2	14

Assay outcomes: PubChem BioAssay, several laboratories
